Screening results deposited in PubChem BioAssay by several laboratories.
BioA inh = BioA (M. tuberculosis) enzyme inhibition; inhibition, % at 9.99 µM; purified M. tuberculosis BioA enzyme, plate reader; 360,000 compounds, 0.096% hits; in the data active means inhibition above about 40%
MazEF act = MazEF (E. coli) toxin RNase activation; P0AE70; FAM/BHQ RNA-DNA oligo cleavage fluorescence, 5 h; activation, % at 20 µM; 350,000 compounds, 0.32% hits; AID 504720; in the data active means activation above about 50%
Target sequence (P0AE70 whole entry, looked up): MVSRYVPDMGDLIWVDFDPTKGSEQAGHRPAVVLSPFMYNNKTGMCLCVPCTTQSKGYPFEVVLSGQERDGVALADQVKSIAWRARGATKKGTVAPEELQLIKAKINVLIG
3CLpro inhibitor = SARS-CoV 3CLpro protease inhibition; P0C6X7; recombinant SARS-CoV 3CLpro, quenched FRET peptide cleavage; inhibition, % at 6 µM; 290,000 compounds, 0.14% hits; AID 1706; in the data active means inhibition above about 12%
Vc quorum ag = inducers of Vibrio cholerae quorum light production without autoinducers; 350,000 compounds, 0.16% hits; activation, % at 18.7 µM; V. cholerae BH1578 lux reporter, luminescence, 6 h; in the data active means activation mostly above about 9.7%, no sharp cut-off; further: not every result past the cut was called active; inactives centre near 0; reference of the scale not given here
PriA SSB inh = inhibitors of Klebsiella pneumoniae PriA binding to SSB C-terminal tail | AlphaScreen SSBct-PriA binding, biotinylated peptide | 430,000 compounds, 0.6% hits | inhibition, % at 33 µM; in the data active means inhibition mostly above about 37%, no sharp cut-off; inactive means mostly below about 20%;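 further: plate controls were negative control peptide for no effect and reference peptide for full effect; strong numbers were not always called active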
GDH-TPI inh = GDH-TPI coupled enzyme inhibition counter-screen. GDH-TPI coupled enzyme counterscreen, NADH absorbance. inhibition, % at 4.8 µM. 360,000 compounds, 1.2% hits; in the data active means inhibition above about 30%;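 further: 0% = DMSO wells and 100% = wells lacking the enzyme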
Mtb UGM inh = inhibitors of M. tuberculosis UDP-galactopyranose mutase. 320,000 compounds, 0.06% hits. AID 504406. inhibition, % at 10 µM. P9WIQ1. purified UGM, fluorescence polarization probe displacement; in the data active means inhibition above about 10%, passing the limit was not always enough
Target sequence (P9WIQ1 whole entry, looked up): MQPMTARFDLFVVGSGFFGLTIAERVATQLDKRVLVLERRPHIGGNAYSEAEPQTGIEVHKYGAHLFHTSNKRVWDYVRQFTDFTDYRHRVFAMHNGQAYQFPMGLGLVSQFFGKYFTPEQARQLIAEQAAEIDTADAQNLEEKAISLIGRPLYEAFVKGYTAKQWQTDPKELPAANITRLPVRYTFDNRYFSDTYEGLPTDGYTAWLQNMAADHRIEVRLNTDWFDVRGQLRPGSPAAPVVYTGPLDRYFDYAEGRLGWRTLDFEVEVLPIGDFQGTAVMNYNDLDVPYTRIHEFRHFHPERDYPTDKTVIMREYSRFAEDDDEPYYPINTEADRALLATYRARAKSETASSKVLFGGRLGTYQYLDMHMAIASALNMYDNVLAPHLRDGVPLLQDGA
Rv3671c protease = inhibitors of M. tuberculosis serine protease Rv3671c; P9WHR9; inhibition, % at 5.96 µM; 320,000 compounds, 0.048% hits; AID 2606; in the data active means inhibition above about 38%;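 further: extracellular domain of Rv3671c used as enzyme; 0% = enzyme with DMSO and 100% = no enzyme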
Target sequence (P9WHR9 whole entry, looked up, the tested form may be a part): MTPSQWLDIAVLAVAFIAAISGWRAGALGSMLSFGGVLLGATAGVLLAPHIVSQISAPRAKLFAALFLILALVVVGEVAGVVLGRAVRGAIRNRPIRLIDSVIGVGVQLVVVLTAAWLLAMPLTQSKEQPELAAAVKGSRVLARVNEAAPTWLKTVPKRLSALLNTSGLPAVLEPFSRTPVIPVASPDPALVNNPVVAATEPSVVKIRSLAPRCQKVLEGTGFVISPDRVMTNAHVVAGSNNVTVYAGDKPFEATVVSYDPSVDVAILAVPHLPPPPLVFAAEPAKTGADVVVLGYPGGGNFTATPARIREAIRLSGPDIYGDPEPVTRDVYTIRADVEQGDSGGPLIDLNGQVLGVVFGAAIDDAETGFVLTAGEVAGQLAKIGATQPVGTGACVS
Mtb FBA inh = inhibitors of M. tuberculosis fructose-bisphosphate aldolase. purified M. tuberculosis FBA, fluorescence read-out. 360,000 compounds, 2.3% hits. P9WQA3. inhibition, % at 1 µM. AID 588726; in the data active means inhibition above about 27%;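 further: 0% = vehicle and 100% = reference inhibitor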
DUSP3 inh = DUSP3 (human) phosphatase inhibition; 290,000 compounds, 0.52% hits; P51452; recombinant VHR phosphatase, pNPP absorbance; inhibition, % at 13.3 µM; in the data active means inhibition above about 50%; further: some compounds called inactive have numbers as strong as hits
Target sequence (P51452 whole entry, looked up): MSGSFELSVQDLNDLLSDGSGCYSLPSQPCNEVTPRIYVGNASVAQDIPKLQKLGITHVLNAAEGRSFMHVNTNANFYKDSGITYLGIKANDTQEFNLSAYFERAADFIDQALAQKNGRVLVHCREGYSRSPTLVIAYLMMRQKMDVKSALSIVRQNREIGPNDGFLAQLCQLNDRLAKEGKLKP
* = called active by the depositor; i = inactive; nt = not tested or not shown; & = joins results of further samples.

Sample of the layout, five compounds:
SMILES	BioA inh	MazEF act	3CLpro inhibitor	Vc quorum ag	PriA SSB inh	GDH-TPI inh	Mtb UGM inh	Rv3671c protease	Mtb FBA inh	DUSP3 inh
COc1cccc(CNC(=O)CCC(=O)n2ncc3cc(C)ccc32)c1OC	-1.5	9	3	-0.2	-5	6	1.6	-6	1	37
Cc1nc(N2CCCCC2)c(C#N)c(C)c1[N+](=O)[O-]	nt	-10	2	-0.4	-7	8	3.7	6	4	14
CNS(=O)(=O)c1cc(-c2nnc(N3CCOCC3)c3ccccc23)ccc1C	5.4	4	nt	i	-10	-4	-1.9	0	-2	nt
NS(=O)(=O)c1ccc(CCNC(=O)c2cc(-c3ccco3)nc3ccccc23)cc1	0.4	6	nt	-0.7	4	19	-0.2	-2	77*	nt
CC(=O)c1cccc(NC(=O)CSC(=O)c2ccccc2)c1	nt	-7	0	1.6	-1	7	1.3	-3	-1	-4

The whole of this part, from the first entry:
SMILES	BioA inh	MazEF act	3CLpro inhibitor	Vc quorum ag	PriA SSB inh	GDH-TPI inh	Mtb UGM inh	Rv3671c protease	Mtb FBA inh	DUSP3 inh
COc1cccc(CNC(=O)CCC(=O)n2ncc3cc(C)ccc32)c1OC	-1.5	9	3	-0.2	-5	6	1.6	-6	1	37
Cc1nc(N2CCCCC2)c(C#N)c(C)c1[N+](=O)[O-]	nt	-10	2	-0.4	-7	8	3.7	6	4	14
CNS(=O)(=O)c1cc(-c2nnc(N3CCOCC3)c3ccccc23)ccc1C	5.4	4	nt	i	-10	-4	-1.9	0	-2	nt
NS(=O)(=O)c1ccc(CCNC(=O)c2cc(-c3ccco3)nc3ccccc23)cc1	0.4	6	nt	-0.7	4	19	-0.2	-2	77*	nt
CC(=O)c1cccc(NC(=O)CSC(=O)c2ccccc2)c1	nt	-7	0	1.6	-1	7	1.3	-3	-1	-4
CCN1CCN(CC(=O)Nc2ccc(Cl)c(Cl)c2)C(=O)C1=O	-0.5	6	-4	-0.2	-18&-14	-7	1.5	1	0	-14
COc1ccccc1CN(C)CC(=O)Nc1cccc(S(=O)(=O)N2CCCCC2)c1	-0.4	-2	nt	i	-9	1	nt	nt	-3	nt
Cc1cccc(-c2cc3nc4c(c(NCc5ccco5)n3n2)CCCC4)c1	13	-7	2	i	-12	7	-0.3	-5	6	14
Cc1cccn2c(CN3CCNC(=O)CC3)c(C(=O)N(C)CCc3ccccc3)nc12	nt	2	4	-3.6	-3	9	-3.4	8	-3	18
CCCCN(C)C/C(O)=C(\C#N)c1nc(-c2ccccc2)cs1	0.6	-11	7	nt	-3	16	1.4	2	3	-4
Cc1ccc(-c2nnc(CSc3nnc(COc4ccccc4)n3-c3ccc(C)cc3)o2)cc1	4.6	-2	8	i	4	6	0.1	-10	-7	-11
NC(=O)NC1CCCc2c1[nH]c1ccc(Cl)cc21 (centres undefined)	0.9	6	5	-0.1	14	-4	-0.4	7	2	-2
COc1cccc(CNC(=O)COC(=O)c2ccc(C(=O)c3ccccc3)cc2)c1	-0.5	-1	nt	i	-8	-4	nt	-5	3	nt
Cc1ccc(NC(=O)c2cc(C)nc3ccccc23)c(Br)c1	-4.5	-5	1	i	2	-1	1.6	-4	1	14
CCOC(=O)C1(Cc2cccc(OC)c2)CCCN(C(=O)c2cc(C)on2)C1 (centres undefined)	7.3	0	2	i	-1	9	-1.5	-3	-1	-29
O=C(CC1SC(N2CCOCC2)=NC1=O)Nc1ccc(Cl)cc1 (centres undefined)	-1.5	0	nt	i	-16	0	nt	nt	0	nt
OCC(CO)(CO)n1cnnn1	-0.8	3	0	i	-17	-3	1.8	4	0	-4
O=C(C[n+]1ccc(C(=O)NCc2ccccc2)cc1)c1ccc2c(c1)OCCO2	nt	6	-1	0.7	5	7	1.1	4	7	3
Cc1ccc(NC(=O)C(C)SCC(=O)Nc2ccc(F)cc2)cc1S(=O)(=O)N1CCOCC1 (centres undefined)	nt	1	nt	2.9	-4	4	1.4	-8	1	nt
CC(C)c1ccc(/C=C/C(=O)NCCCN2CCOCC2)cc1	nt	4	nt	-0.2	-1	3	-0.3	5	1	nt
Cc1c(NC(=O)Nc2ccccc2Cl)sc(=S)n1C	-1.9	17	2	-0.7	0	14	-2.0	3	1	-23
COc1ccccc1CN(C)C(=O)c1cc(-c2cccs2)nc2ccccc12	-11	9	-3	-0.8	-12	2	1.7	-10	18	14
Cc1ccc(-n2nc3ccc(NC(=O)c4ccco4)cc3n2)cc1	-0.1	-39	1	i	-1	23	-1.7	-35	10	19
O=C(CN1CCN(S(=O)(=O)c2ccc(Br)cc2)CC1)Nc1ccc2c(c1)OCCO2	-0.9	0	-2	i	12	4	nt	5	1	17
CCC(Cc1ccccc1)NC(=O)Cn1ncc2ccsc2c1=O (centres undefined)	0.1	2	-4	-5.6	-11	12	0.0	-3	2	23

(continued)
SMILES	BioA inh	MazEF act	3CLpro inhibitor	Vc quorum ag	PriA SSB inh	GDH-TPI inh	Mtb UGM inh	Rv3671c protease	Mtb FBA inh	DUSP3 inh
CC1(C)Cc2c(sc(/N=C/N3CCOCC3)c2C#N)C(C)(C)N1	0.9	6	-2	5.0	nt	25	3.4	0	1	-2
COc1ccc(-n2c(=O)c3c(C)c(C)sc3n(Cc3cccc(F)c3)c2=O)c(OC)c1	nt	-1	3	-2.1	7	9	9.5	7	1	32
CCOC(=O)Cc1csc(NC(=O)CSc2nnc3ccccn23)n1	nt	6	0	-0.8	2&-2	3	2.3	-3	0	22
COc1ccccc1NS(=O)(=O)c1ccc(C)c(NC(=O)NCCCl)c1	0.6	6	1	-0.5	-15	1	-0.3	-4	-1	-17
Cc1ccc(C)c(NC(=O)CSc2nc3c(oc4ccccc43)c(=O)n2-c2ccccc2)c1	1.6	-7	-5	-1.8	1	-7	-2.3	-10	-1	18
CCOc1cc(N2CCOCC2)c(OCC)cc1NC(=O)c1cnccn1	0.6	4	nt	-0.4	1	13	-1.3	1	3	nt
CC(C)CC1C(=O)N(Cc2cn(Cc3ccco3)nn2)CCS(=O)(=O)N1Cc1ccc(-c2ccc(Cl)cc2)cc1 (centres undefined)	nt	-2	nt	-0.2	nt	-11	nt	nt	-4	nt
COc1cccc2c1-c1c(C(=O)O)cccc1C2=O	-1.5	7	-3	i	-12	1	2.8	-2	-3	-18
COc1ccc(CNC(=O)CN2CCC(NC(=O)c3cccc(OC)c3)CC2)cc1	0.2	5	nt	i	8	2	nt	nt	0	nt
Cc1ccc(S(=O)(=O)Oc2ccccc2C=C2C(=O)NC(=O)NC2=O)cc1	1.2	-33	nt	-5.6	nt	6	nt	nt	-4	nt
Cc1onc(-c2ccccc2Cl)c1C(=O)NC(=S)NCC(=O)c1ccccc1	nt	21	-3	-0.1	7	1	0.7	10	3	57*
CCCCCCCNC(=O)COc1ccc2c(c1)C(=O)CC(C)(C)O2	2.7	3	4	0.2	-8	2	4.8	0	43*	-21
CCc1ccc(-c2cc3c(=O)n(CC(=O)N4CCCC4)nc(C)n3n2)cc1	0.6	12	1	i	-16	-5	-3.1	-5	1	24
COc1ccccc1CC(=O)NCC(c1ccco1)N1CCCCC1 (centres undefined)	nt	-15	4	-0.6	-2	-2	2.2	-3	1	18
O=C(Nc1ccc(F)c(Cl)c1)Nc1cnccn1	nt	-25	2	i	3	3	-0.9	4	2	40
Cc1cccc(C)c1NC(=O)COC(=O)c1c2c(nc3ccccc13)/C(=C\c1ccc3c(c1)OCO3)CCC2	nt	-10	-12	-0.3	-3	13	19*	3	2	5
CCC(C)N(C(=O)CSc1nc(C)nc2ccccc12)C1CCS(=O)(=O)C1 (centres undefined)	0.1	-1	nt	-0.7	4	7	1.7	1	-2	nt
COc1cccc(CNC(=O)C2CCC(=O)N(CCc3cccc(F)c3)C2)c1 (centres undefined)	-1.2	-1	7	-4.2	0	-2	-0.4	-7	4	30
O=C(NNC(=O)c1ccc(S(=O)(=O)N2CCOCC2)cc1)c1ccccc1	-1.7	-3	0	i	-6	3	-1.5	0	1	12
COc1ccc2c(c1)C(=O)N(Cc1ccccc1)C(=O)C2(C)C	nt	-21	1	-0.2	-45	2	1.2	8	11	7
CC(=O)Nc1ccc(C(=O)OCC(=O)/C(C#N)=C(\C)N)cc1	nt	-19	0	-0.3	-5	6	3.0	5	-1	20
COc1cc(C(=O)OC2CCOC2=O)c([N+](=O)[O-])cc1OC (centres undefined)	-0.8	-8	-2	-0.4	-4	10	-0.4	-5	2	11
O=C(O)c1ccc(CS(=O)(=O)c2cccc(C(F)(F)F)c2)o1	-1.7	3	-6	-2.2	-17	5	-0.2	4	5	25
O=C1c2ccccc2C(=O)N1CCc1nc2ccccc2c(=O)n1-c1ccccn1	1.3	2	0	0.6	-12	-3	1.2	5	-4	-1
COCCNC(=O)C1(C)CCCN(Cc2cc3ccccc3o2)C1 (centres undefined)	-0.5	nt	nt	i	nt	5	nt	nt	-1	nt

The results go on.
SMILES	BioA inh	MazEF act	3CLpro inhibitor	Vc quorum ag	PriA SSB inh	GDH-TPI inh	Mtb UGM inh	Rv3671c protease	Mtb FBA inh	DUSP3 inh
CCN1C(=O)c2cccc3c(S(=O)(=O)NCc4cccnc4)ccc1c23	10	4	2	-8.0	-18&-10	5	1.8	-9	24	27
CC(C)CCNC(=O)C(=O)Nc1ccc2c(c1)N(S(=O)(=O)c1cccs1)CCC2	nt	3	nt	-5.3	-10	4	1.4	-26	5	nt
CC(Sc1nnnn1C1CCCCC1)C(=O)O (centres undefined)	nt	5	0	-0.2	-11	-5	-0.3	2	-1	22
O=c1c2ccccc2nc2ccc(NCc3ccco3)nn12	-2.1	-21	7	0.5	-1	-2	2.7	-1	14	17
CCCCCN1CC(O)=C(c2nc3ccccc3[nH]2)C1=N	nt	7	0	-0.7	-8	2	-0.1	1	5	13
CCC(=O)c1cn(CC(=O)Nc2c(C)cccc2C)c2ccccc12	-1.9	4	1	-0.3	-15	-2	0.4	2	2	30
CC(C)c1ccc(NC2CCCN(C(=O)c3ccc(N4CCOCC4)cc3)C2)cc1 (centres undefined)	0.3	8	-5	-0.6	22	-5	1.0	-1	-2	19
O=C(/C=C/c1ccccc1)Nc1cccc(C(=O)N2CCCCC2)c1	1.3	1	nt	0.6	-5	0	nt	nt	1	nt
COc1ccccc1NC(=O)Nc1cccc(C(=O)O)c1	nt	7	2	-0.3	8	5	2.1	7	-1	27
Cc1ccc(-n2c(SCC(=O)N/N=C/c3c(C)nn(-c4ccccc4)c3C)nc3ccccc3c2=O)cc1	nt	-12	0	-0.1	nt	-8	0.8	2	1	-11
CN(C)CCCNC(=O)CC1C[C@H](C(=O)N2CCCCC2)[C@@]2(CCc3ccccc3)c3[nH]c4ccccc4c3CCN2C1=O (some centres undefined)	-0.1	26	nt	-0.5	4	16	-0.7	5	6	nt
COc1ccccc1CNC(=S)NC1CCCC1	-4.3	4	4	i	10	9	-2.3	-6	0	-4
O=C(CSc1n[nH]c(-c2ccccc2F)n1)NCC(=O)Nc1ccc(F)c(F)c1F	nt	3	1	i	-6	7	-1.5	-3	4	7
CCCn1ncc([C@@H]2C[C@H]3CN(Cc4cccc(Cl)c4)C(=O)[C@]34CCCN24)c1C	nt	-2	4	-0.2	-9	5	0.1	-4	3	8
O=C(CN(Cc1ccc(F)cc1)C(=O)CNS(=O)(=O)c1ccccc1)NCc1ccco1	-0.6	5	0	-0.1	-16	-7	0.1	-1	1	19
O=C(c1ccccc1)C1NC1c1ccccc1 (centres undefined)	-0.4	5	0	i	-10	11	-0.2	6	0	27
COc1cc(/C=N/NC(=O)COc2ccc(Cl)cc2)ccc1OS(=O)(=O)c1ccc(C)cc1	-0.3	-1	2	-0.4	nt	4	-0.8	-31	1	18
O=C(c1ccco1)N1CCN(C(c2ccccc2Cl)c2nnnn2CC2CCCO2)CC1 (centres undefined)	0.0	-11	0	i	-13	2	-1.5	-11	5	22
Cn1nc(-c2ccccc2)c2cc(C(=O)O)sc21	-0.5	-4	6	-0.2	-10	8	2.5	-3	49*	36
CC(C)NC(=O)C1(C)CCN1C(=O)Cc1ccc(-c2ccccc2)cc1 (centres undefined)	0.5	nt	nt	i	nt	-7	nt	nt	1	nt
CC(=O)OCc1c(C(F)(F)F)nn(C)c1Oc1cccc(C(F)(F)F)c1	nt	-2	-1	-11	-12	11	0.7	11	-3	4
CCOc1ccccc1N1CCN(C(=O)CSc2ccc3c(c2)OCCO3)CC1	4.6	1	nt	i	-14	10	-0.2	5	1	nt

An excerpt; count on the stated rates, not on these rows.
